SUMO HTRF inh: blocks human SUMOylation mediated by UBC9; inhibition, % at 35 µM; actives 0.36% (n = 290,000); HTRF SUMOylation assay, SAE1/SAE2 + UBC9, in vitro; P63279; in the data active = inhibition above about 50%, passing the limit was not always enough; inconclusive = no clear call, values can overlap the other calls; also: strong numbers were not always called active
Target sequence (P63279 whole entry, looked up): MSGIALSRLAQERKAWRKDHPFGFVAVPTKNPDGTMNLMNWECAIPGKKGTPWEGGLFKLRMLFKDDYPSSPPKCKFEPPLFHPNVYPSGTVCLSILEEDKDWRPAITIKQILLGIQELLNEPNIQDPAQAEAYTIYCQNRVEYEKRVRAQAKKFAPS
VIM-2 inh: inhibitors of Pseudomonas aeruginosa VIM-2 metallo-beta-lactamase. purified VIM-2, nitrocefin hydrolysis, epi-absorbance fluorescence. inhibition, % at 5.6 µM. actives 0.89% (n = 290,000). AID 1527;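 active = inhibition above the mean of all tested compounds plus 3 SD, cutoff set per screening run, cut at about 7.5% in these data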;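 also: red hydrolysis product quenches plate fluorescence so inhibitors raise well fluorescence; 0% = enzyme with DMSO and 100% = DMSO without enzyme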
DNA FID counter: fluorescent intercalator displacement, NS3 helicase counter-screen. DNA fluorescent intercalator displacement, fluorescence. inhibition, % at 7.9 µM. actives 0.17% (n = 290,000); in the data active = inhibition above about 37%;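 also: 0% = vehicle and 100% = reference compound; higher means more ethidium bromide displaced from hairpin DNA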
pCIP destab: p/CIP protein destabilization; AID 1984; decrease of EGFP signal, % at 10 µM; actives 0.01% (n = 290,000); F442A p/CIP-EGFP cells, EGFP fluorescence, 16 h; Q05BA5;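 active = EGFP signal decrease of at least 30% at 10 µM or well 3 SD below plate mean, unless failing retest; inactive = the rest, including hits failing retest or dose response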; also: some compounds called inactive have numbers as strong as hits; many of its hits are not listed in these tables
IDE cell activ: boosts human insulin-degrading enzyme activity in HEK cells | P14735 | FAbeta-B cleavage, fluorescence polarization; 0% vehicle, 100% cell-free pure enzyme wells | activation, % at 5.96 µM | actives 0.073% (n = 340,000);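 active = activation above the mean of all tested compounds plus 3 SD, set per screening campaign, cut at about 17% in these data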
HCV NS3 hel inh: inhibitors of Hepatitis C virus NS3 helicase; NS3 helicase DNA unwinding, Cy5 molecular beacon fluorescence; actives 0.56% (n = 290,000); inhibition, % at 10.9 µM;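 active = inhibition above the mean of all tested compounds plus 3 SD, set per campaign, cut at about 35% in these data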;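 also: 0% = DMSO wells and 100% = thioflavine S control wells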
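Compound dosing – single dose, 10.9 µM nominal final, DMSO 0.8% final · System – NS3 helicase fragment of HCV · Buffer or medium – MOPS pH 6.5, MgCl2, DTT, Tween20, BSA · Signal – Cy5 beacon fluorescence read at start and 1 h · Also added – annealed dual-labelled DNA beacon duplex, ATP-started · Schedule – 1 h at 25 °C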
PHOSPHO1 inh: PHOSPHO1 (human) inhibition; actives 1.1% (n = 290,000); AID 1565; recombinant PHOSPHO1, absorbance phosphatase assay; Q8TCT1; inhibition, % at 13.3 µM; in the data active = inhibition above about 60%
Target sequence (Q8TCT1 whole entry, looked up): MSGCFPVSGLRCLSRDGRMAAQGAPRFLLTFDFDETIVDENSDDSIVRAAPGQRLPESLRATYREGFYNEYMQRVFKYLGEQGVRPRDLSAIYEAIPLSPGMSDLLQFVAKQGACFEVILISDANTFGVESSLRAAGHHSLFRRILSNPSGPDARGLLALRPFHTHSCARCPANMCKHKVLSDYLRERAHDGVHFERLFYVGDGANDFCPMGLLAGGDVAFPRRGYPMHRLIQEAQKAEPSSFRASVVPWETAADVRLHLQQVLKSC
IMP-1 inhibitor: blocks Pseudomonas aeruginosa IMP-1 metallo-beta-lactamase; purified IMP-1, nitrocefin hydrolysis, epi-absorbance fluorescence; inhibition, % at 5.6 µM; actives 0.45% (n = 290,000); AID 1556;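 active = inhibition above the mean plus 3 SD of all compounds in the same screening run, cut at about 4.5% in these data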;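 also: 0% = IMP-1 with DMSO and 100% = DMSO wells lacking enzyme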
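System: purified recombinant IMP-1 beta-lactamase. Medium: Zinc- and detergent-supplemented HEPES buffer, pH 7.1. Compound: one 5.6 µM dose […]. Schedule: 15 min preincubation plus 25 min reaction at 25 °C. Technique: Epi-absorbance fluorescence, 480 nm excitation, 530 nm emission.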
MEKK3 PB1 HTS: MEKK3-MEK5 PB1 interaction, increase or decrease; bead-based flow cytometry, Alexa488-MEK5 binding to MEKK3; actives lie on both sides; 0 = blocked by unlabeled MEK5, 100 = vehicle; binding response (% of control), % at 10 µM; actives 1.4% (n = 290,000); AID 1529;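 active = binding response more than 3 SD above or below the average of its plate-row segment, actives on both sides; inconclusive = wells at one plate position flagged as instrument error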;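 also: Alexa488 bead fluorescence after subtracting the streptavidin-only scavenger bead signal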
Numbers without * were called inactive; ? = inconclusive; nt = not tested or not shown. An excerpt; count on the stated rates, not on these rows.

canonical_smiles	SUMO HTRF inh	VIM-2 inh	DNA FID counter	pCIP destab	IDE cell activ	HCV NS3 hel inh	PHOSPHO1 inh	IMP-1 inhibitor	MEKK3 PB1 HTS
O=C(NC1CC1)C1CCN(C2CCN(C(=O)c3ccc4cccc(F)c4n3)CC2)CC1	8	-2.5	-4	-8	-2	-4	52	-2.8	101
Cc1ccc(-c2csc(N(Cc3ccco3)C(=O)c3cccs3)n2)cc1	13	-3.0	-3	-6	4	-4	5	-4.2	?
CCOC(=O)C1=C(C)NC2=C(C(=O)CC(C)(C)C2)C1c1coc2ccccc2c1=O (configuration not stated)	25	-1.5	-29	-8	0	-2	6	-4.0	111
CCc1c(C)sc(NC(NC(C)=O)(C(=O)OC)C(F)(F)F)c1C#N (configuration not stated)	2	-1.0	-4	-11	2	-5	-9	1.2	95
Clc1ccc(C2[C@H]3CN(Cc4ccc(-c5ccccc5)cc4)[C@H](c4ccccc4)C34CC2(c2cccnc2)C4)cn1 (some centres not stated)	12	nt	nt	-8	nt	nt	18	nt	103
COc1ccc(C(=O)NCCCNC(=O)c2ccccn2)cc1	13	-2.2	-2	-2	-6	-6	38	-1.3	104
C=CCN(CC(=O)NC1CCS(=O)(=O)C1)S(=O)(=O)c1ccccc1C(F)(F)F (configuration not stated)	1	-2.5	-2	3	6	14	-24	-2.9	107
Cc1nnc(C)n1/N=C/c1cccc([N+](=O)[O-])c1	0	-2.8	0	0	1	-3	20	-1.6	95
CC(NC(=O)c1ccc(OC2CCN(C(=O)c3cccnc3)CC2)cc1)C1CC1 (configuration not stated)	5	-2.7	-8	-9	3	-6	24	-1.7	90
CC(C)Oc1ccccc1C1CC(=O)Nc2c1c(=O)n(C)c(=O)n2C (configuration not stated)	10	-4.3	0	11	nt	8	17	-2.6	nt
Cc1ccsc1/C=C/c1ccc2ccccc2n1	-11	0.7	-4	0	6	-1	27	-0.9	nt
O=C(Nc1ccc2c(c1)CCC2)c1ccccc1	-2	-2.8	1	8	-5	-10	8	-4.2	104
CC(=O)N1CCN(c2ccc(Oc3nnnn3-c3ccccc3)cc2)CC1	5	-4.0	-20	-2	2	-3	-23	-4.6	99
Oc1ccc2ccccc2c1CNc1cnc2ccccc2c1	0	0.5	-2	1	-4	2	106*	-2.5	100
Clc1ccc(-c2c[n+]3c(n2-c2ccccc2)SCC3)cc1	5	-1.8	12	-18	4	-9	13	-2.8	101
CCC(=O)Nc1ccc2c(c1)ncn2-c1ccccc1OC	19	-0.6	-5	7	1	-3	11	-0.9	107
CCOc1ccccc1-c1nc(-c2cccc(Br)c2)no1	-1	-1.8	-1	-20	2	2	3	-4.9	104
Cc1cc(NS(=O)(=O)c2cn(C)nc2C)no1	11	0.3	7	-16	4	-7	nt	2.0	104
COc1ccc(OC)c(S(=O)(=O)N2CCCC(C(=O)N3CCCC3)C2)c1 (configuration not stated)	-2	0.5	-20	8	3	18	32	-1.2	97
Cc1ccccc1OCC(=O)N/N=C/c1ccc(N2CCOCC2)o1	-10	-1.1	-23	3	-13	0	22	-0.1	100

Single records (already shown). Order of values: SUMO HTRF inh	VIM-2 inh	DNA FID counter	pCIP destab	IDE cell activ	HCV NS3 hel inh	PHOSPHO1 inh	IMP-1 inhibitor	MEKK3 PB1 HTS
`CCOc1ccccc1-c1nc(-c2cccc(Br)c2)no1` is listed as -1	-1.8	-1	-20	2	2	3	-4.9	104
`Cc1ccccc1OCC(=O)N/N=C/c1ccc(N2CCOCC2)o1` is listed as -10	-1.1	-23	3	-13	0	22	-0.1	100

Next records.
canonical_smiles	SUMO HTRF inh	VIM-2 inh	DNA FID counter	pCIP destab	IDE cell activ	HCV NS3 hel inh	PHOSPHO1 inh	IMP-1 inhibitor	MEKK3 PB1 HTS
Cc1cc(C)cc(N(CC(=O)NCCSCc2ccco2)S(C)(=O)=O)c1	12	-1.6	-19	-7	6	8	-26	-3.6	97
O=C(NCc1ccc(F)cc1Cl)C1CCN(S(=O)(=O)N2CCC3(CC2)OCCO3)CC1	20	-3.3	-19	-8	4	5	56	-2.3	108
Cc1nc2cc(-c3ccc(Cl)cc3)nn2c(NCCN(C)C)c1C	-11	19*	27	16	-5	-12	33	-2.8	113
CC(C)(c1ccccc1)c1ccc(OCCN)cc1	0	-1.2	15	1	1	-66	30	-3.4	114
O=C(NNS(=O)(=O)c1ccc([N+](=O)[O-])cc1)c1ccc([N+](=O)[O-])cc1	13	-2.6	1	-15	-4	0	-14	-0.3	94
CCCN1C(=O)CSC1=Nc1ccccc1	6	-1.6	-2	-5	2	8	-2	-2.2	99
COc1ccc(C(=O)COC(=O)CCc2nc3ccccc3[nH]c2=O)cc1Br	15	-1.0	0	-16	1	3	19	-3.5	94
O=C(Nc1ccc(-c2nnc(-c3ccccc3)o2)cc1)C(F)(F)F	0	0.8	0	5	6	9	23	-1.1	nt
CC(=O)N1CCN(c2ccccc2NC(=O)COc2ccccc2C)CC1	14	-4.2	-27	-16	1	-1	46	-1.9	98
O=C(NCCCNC(=O)c1cc(Cl)ccc1Cl)c1ccco1	2	-2.8	-6	7	4	3	4	-1.0	102
COc1cc(-c2noc(C)c2C#Cc2ccccn2)cc(OC)c1OC	5	3.4	-37	5	1	-8	-2	0.4	103
O=C1CN(CC(=O)N2CCOCC2)c2ccccc2O1	10	-1.6	0	-10	nt	6	20	-4.4	94
CCN1C(=O)CSC1=Nc1cccc(C(=O)O)c1	5	-1.9	3	-8	4	3	34	-1.4	105
CCOc1ccc2nc(N(CCN(C)C)C(=O)c3ccc4c(c3)CCCC4)sc2c1	9	-0.7	26	-11	6	-82	27	-0.8	107
O=C(CSc1nc2ccccc2o1)N1CCN(C(=O)c2ccco2)CC1	-1	-0.3	-3	-8	3	0	0	-1.6	100
Cn1c(C(=O)NCC2CCCO2)cc2oc3ccccc3c21 (configuration not stated)	0	-0.6	-16	-7	-2	5	11	-2.9	84
C=CCn1c(-c2ccc(Cl)cc2)cnc1SC(C)C(N)=O (configuration not stated)	-14	-3.5	-8	9	3	-3	16	-3.7	104
Cc1ccc(C)c(NC(=O)CN(C)C(=O)Cc2ccccc2)c1	-11	-3.3	-4	2	-3	4	32	-3.1	97
CCOc1ccc(NC(=O)c2sc(NC(C)=O)c(C(=O)OC)c2C)cc1	15	-3.2	8	-3	-3	-8	13	-5.1	96
CC(C)OC(=O)NCCOC(=O)Nc1ccccc1Cl	16	-2.4	-7	-7	1	-13	-8	-3.4	101
CCCc1ccc(-c2ccc(C(=O)O)cc2)nc1	-7	1.6	-8	3	6	-3	10	-2.2	100
CC(C)OC(=O)CSc1nnc2c3ccccc3n(C)c2n1	12	5.1	-11	-5	1	6	41	-3.9	104
O=C(N/N=C/c1ccc(OC(=O)c2ccccc2Br)cc1)c1ccccn1	12	-0.8	-27	-1	-5	0	20	-4.0	105
COc1ccc(-n2c(SCC(=O)c3c(N)n(C)c(=O)n(C)c3=O)nc3ccccc32)cc1	-7	-2.2	0	2	3	-1	-6	-2.6	104
O=c1c2ccccc2[nH]c(=S)n1CCCN1CCN(c2ccccc2)CC1	1	-5.2	-5	-2	3	-10	6	-3.4	101
CN1C(=O)c2ccc(NC(=O)CSc3ccccc3)cc2C1=O	18	0.3	1	-5	2	9	22	-2.4	103
Cn1cc(Br)c(C(=O)NNC(=O)c2ccc(Cl)cc2)n1	-3	0.8	-1	-2	2	3	-1	-2.1	96
O=C(OCCN=C1NS(=O)(=O)c2ccccc21)C1CC(=O)N(c2ccc3ccccc3c2)C1 (configuration not stated)	-2	-3.3	-15	-17	3	4	14	0.8	102
O=C(CCSCCc1ccccn1)Nc1ccc(Cl)cn1	30	-1.7	-5	-4	-3	10	3	-3.6	95
COc1ccc(CN2CSC(=S)N(Cc3ccc(OC)cc3)C2)cc1	-13	-2.5	-5	-9	3	-3	20	-0.7	104
CN1C(=O)NC(c2ccc(O)cc2)C2=C1CN(c1ccc(O)cc1)C2=O (configuration not stated)	9	-0.7	-1	-9	1	10	16	-2.7	147*
Cc1onc(-c2ccccc2)c1C(=O)Nc1nc2c(s1)CCCC2	6	-1.4	-7	-5	-3	-5	-9	-2.1	103
O=[N+]([O-])c1cccc(-c2csc(Nc3ccccc3)n2)c1	-12	-3.6	14	7	-1	-10	47	-2.4	106
C(=N\Nc1nc(N2CCOCC2)nc(N2CCOCC2)n1)/c1ccco1	11	-2.8	-12	-12	nt	17	-10	-2.9	117
Cn1cnnc1SCc1ccc(C(=O)N/N=C/c2cccs2)cc1	2	-1.1	-11	16	8	4	12	-2.2	100
COC(=O)c1ccc(C2C(Oc3ccccc3)C(=O)N2CCc2ccc(OC)c(OC)c2)cc1 (configuration not stated)	-4	-0.9	-3	11	7	-2	18	-2.1	104
CC(C)C(C)(C#N)NC(=O)CSc1nnc(C(F)(F)F)n1C (configuration not stated)	14	-1.5	2	-10	1	-5	21	-0.2	106
COCCNC(=O)C(c1ccc(C)cc1)N(CCOC)C(=O)CCC(=O)Nc1ccccn1 (configuration not stated)	-10	-3.5	-34	-3	0	5	41	-5.6	97
Cc1csc(NC(=O)CSc2nnc3ncccn23)n1	22	-1.0	-3	-3	2	-1	1	0.7	106
O=C1Nc2ccccc2C(=O)N2[C@H](c3cccc(Br)c3)[C@@H]3C(=O)N(Cc4ccccc4)C(=O)[C@@H]3[C@H]12	11	-1.1	-38	-12	-1	-9	-13	-1.2	101
